Bioassay records (PubChem BioAssay)
Tau FP inhib = qHTS for Inhibitors of Tau Fibril Formation, Fluorescence Polarization. Microtubule-associated protein tau (Homo sapiens), P10636. K18 P301L tau heparin fibrillization, Alexa594 FP, 6 h. Potency, µM (top dose mostly 57.7 µM), without a hit: at the top dose activity, negative = inhibition, actives largely listed as inhibitors. actives 0.39% (n = 280,000). AID 1468, 2008; further: on the % scale 0 is the no-effect control and ±100 the full control effect; nearly all actives have a fitted effect of over 55% in size
Target sequence (P10636 561-689 P618L limits assumed): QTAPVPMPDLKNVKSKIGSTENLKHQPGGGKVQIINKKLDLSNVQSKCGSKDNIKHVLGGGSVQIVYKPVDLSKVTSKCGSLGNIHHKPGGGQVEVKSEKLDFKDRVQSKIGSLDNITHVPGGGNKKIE
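Quantitative HTS format: compounds meet 15 uM recombinant K18 P301L tau and Alexa 594-tau tracer in 100 mM sodium acetate pH 7; 20 uM heparin triggers fibrillization at 37 C over 6 hr; FP gives the signal.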
L3MBTL1 block = qHTS Assay for the Inhibitors of L3MBTL1. AlphaScreen L3MBTL1–H3K9me1 peptide binding. AID 485360, 2010. Potency, µM (top dose mostly 57.1 µM), inactives show at the highest dose activity, negative = inhibition, most hits filed as inhibitors. actives 0.66% (n = 230,000). Lethal(3)malignant brain tumor-like protein 1 (Homo sapiens), Q9Y468; further: on the % scale 0 is the no-effect control and ±100 the full control effect; nearly all actives have a fitted effect of over 60% in size
Target sequence (Q9Y468 whole entry, looked up): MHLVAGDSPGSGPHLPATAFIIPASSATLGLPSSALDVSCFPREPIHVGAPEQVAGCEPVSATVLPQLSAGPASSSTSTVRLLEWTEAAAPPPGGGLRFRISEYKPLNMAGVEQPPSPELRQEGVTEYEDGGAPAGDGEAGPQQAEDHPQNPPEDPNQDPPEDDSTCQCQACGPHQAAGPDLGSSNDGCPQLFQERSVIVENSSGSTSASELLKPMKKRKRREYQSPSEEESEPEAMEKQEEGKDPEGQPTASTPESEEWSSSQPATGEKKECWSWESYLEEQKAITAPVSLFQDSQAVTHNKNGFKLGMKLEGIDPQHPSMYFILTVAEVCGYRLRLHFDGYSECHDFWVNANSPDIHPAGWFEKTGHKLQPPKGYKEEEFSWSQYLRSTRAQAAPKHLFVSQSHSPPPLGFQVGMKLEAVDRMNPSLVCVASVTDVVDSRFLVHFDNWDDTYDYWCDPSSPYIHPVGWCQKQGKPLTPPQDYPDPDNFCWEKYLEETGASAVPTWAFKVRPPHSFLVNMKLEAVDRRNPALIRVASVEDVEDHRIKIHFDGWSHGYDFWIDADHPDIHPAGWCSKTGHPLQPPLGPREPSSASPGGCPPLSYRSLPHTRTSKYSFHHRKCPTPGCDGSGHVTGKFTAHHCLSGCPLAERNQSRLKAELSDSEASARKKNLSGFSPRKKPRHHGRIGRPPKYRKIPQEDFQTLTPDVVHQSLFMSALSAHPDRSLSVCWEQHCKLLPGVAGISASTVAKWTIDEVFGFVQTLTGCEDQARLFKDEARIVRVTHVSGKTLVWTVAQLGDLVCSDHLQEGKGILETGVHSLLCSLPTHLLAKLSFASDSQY
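Displacement of a biotinylated histone H3(1-15) peptide monomethylated at Lys9 (75 nM) from L3MBTL1 (50 nM) was measured by AlphaScreen after a 30 min room-temperature compound incubation; cefsulodin titration served as intraplate control.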
TRb-SRC2 inh = qHTS for Inhibitors of the Interaction of Thyroid Hormone Receptor and Steroid Receptor Coregulator 2; Thyroid hormone receptor beta (Homo sapiens), P10828; actives 0.065% (n = 280,000); Potency, µM (titrated, usually from 106 µM), for the others: at the highest dose activity change, negative = inhibition, most hits filed as inhibitors; TRbeta-SRC2 peptide binding, fluorescence polarization; receptor liganded with 1 µM T3;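 further: plate controls were bound peptide for no effect and peptide without receptor for full effect; nearly all actives have a fitted effect of over 50% in size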
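Human TRb ligand-binding domain (0.6 uM) is mixed with 20 nM Texas Red SRC2 peptide and 1 uM T3; after compound addition and 5 hr at ambient temperature, polarization is measured and normalized to unbound and bound controls.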
RECQ1 helicase = qHTS Assay for Inhibitors of RecQ-Like Dna Helicase 1 (RECQ1); ATP-dependent DNA helicase Q1 (Homo sapiens), P46063; RECQ1 DNA unwinding, red fluorescence kinetic read; actives 0.54% (n = 240,000); Potency, µM (highest dose often 57.3 µM), for inactives: top-dose activity, negative = inhibition, hits mostly inhibitors;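 further: plate controls were vehicle for no effect and no enzyme for full effect; nearly all actives have a fitted effect of over 30% in size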
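RECQ1T1 50 nM; forked duplex (20 bp + 30-nt ss tails) 200 nM, ATP 2 mM final; pH 8.0, 2 mM MgCl2, 2.5 ug/ml poly(dI-dC); 15 min compound preincubation; discontinuous kinetic read over 2 h at RT.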
TexasRed fluor = Total Fluorescence Counterscreen for Inhibitors of the Interaction of Thyroid Hormone Receptor and Steroid Receptor Coregulator 2. TRb/SRC2 Texas Red total fluorescence interference. Potency, µM (titrated, usually from 106 µM), for inactives: at the top dose fluorescence change, negative = quenching. actives 0.29% (n = 280,000). AID 1479, 2009; active means well fitted curve in either direction with a large enough effect; inconclusive means small, poorly fitted or top-dose-only effect; further: on the % scale 0 is the no-effect control and ±100 the full control effect
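Flags fluorescent or light-absorbing compounds by total fluorescence, S + 2P, at 555 nm excitation and 632 nm emission. Mixture: 20 nM Texas Red SRC2 peptide, 0.6 uM human TRb LBD, 1 uM T3, 5% DMSO; compound exposure 5 h at ambient temperature.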
Tau fluor counter = Counterscreen qHTS for Inhibitors of Tau Fibril Formation, Fluorescence Polarization. tau K18 P301L Alexa594 fluorescence, heparin fibrillization. Potency, µM (titrated, usually from 57.7 µM), for the others: at the top dose activity change, negative = decrease. actives 0.93% (n = 280,000). AID 1463, 2008; further: on the % scale 0 is the no-effect control and ±100 the full control effect; nearly all actives have a fitted effect of over 55% in size
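Human tau K18 P301L (15 uM unlabeled, 0.24 uM Alexa 594-labeled) in 100 mM sodium acetate pH 7 with 20 uM heparin, 6 hr at 37 C. ThT 30 uM added, 1 hr ambient; Alexa 594 FP and total fluorescence read at 555/632 nm.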
Tau ThT inhib = qHTS for Inhibitors of Tau Fibril Formation, Thioflavin T Binding; Microtubule-associated protein tau (Homo sapiens), P10636; recombinant tau K18 P301L (four-repeat tau fragment), heparin-induced fibrillization, ThT fluorescence; Potency, µM (titrated, usually from 57.4 µM), inactives show at the highest dose activity, negative = inhibition, most hits filed as inhibitors; actives 2.1% (n = 270,000); further: on the % scale 0 is the no-effect control and ±100 the full control effect; nearly all actives have a fitted effect of over 55% in size
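Tau K18 P301L fragment (15 uM unlabeled plus 0.24 uM Alexa 594-labeled) in 100 mM sodium acetate pH 7 with compound, fibrillization induced by 20 uM heparin for 6 hr at 37 C. Thioflavin T (30 uM) added, fluorescence read after 1 hr (ex 450, em 510 nm).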
HTT ATP protect = qHTS Multiplex Assay to Identify Dual Action Probes in a Cell Model of Huntington: Cytoprotection (ATP); PC12 HTT-Q103 induced, cytoprotection, ATP luminescence, 40 h; Potency, µM (highest dose often 56.4 µM), for inactives: cytoprotection (ATP increase), actives largely listed as activators; actives 0.14% (n = 230,000);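 further: % of control where 0% means no effect; nearly all actives have a fitted effect of over 45% in size; toxic huntingtin expression switched on by the ecdysone agonist tebufenozide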
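Compounds were screened for protection of PC12 cells against cell death after tebufenozide induction (100 nM final) of mutant Huntingtin exon 1 (Q103) fused to GFP.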
* = called active by the depositor; i = inactive; ? = inconclusive; nt = no result given; & = joins results of further samples; ! = repeats disagree; [ ] = dose if it differs, or a comment. Unless noted, the call rests on the fitted dose curve; in most records, active means well fitted curve in the direction sought with a large enough effect; inconclusive means small, poorly fitted or top-dose-only effect, or another doubt; inactive means no such curve, though single readings can be large; an effect the other way counts as inactive or inconclusive. Potency means the concentration at half of the fitted maximal effect. This is a subset, so the mix of outcomes need not match the whole.

Order of results – Tau FP inhib	L3MBTL1 block	TRb-SRC2 inh	RECQ1 helicase	TexasRed fluor	Tau fluor counter	Tau ThT inhib	HTT ATP protect
O=C(CSC1c2ccccc2-c2ccccc21)N/N=C/c1ccccc1O
 : -5%	nt	-3%	-20%	-3%	?	-25%	-17%
CCOC(=O)C1(CCOc2ccccc2)CCN(Cc2ccc(C)s2)CC1
 : -2%	16%	1%	i	-2%	-3%	-7%	12%[10 µM]
O=c1[nH]c(=S)n(C2CC2)c(O)c1/C=N/Nc1cccc2ccccc12
 : ?	-25%	-1%	3%	-1%	?	11µM*	-21%[10 µM]
CCCC(C)C1C(C#N)=C(N)Oc2c1c(=O)oc1ccccc21 (configuration not stated)
 : -12%	nt	-11%	-1%	0%	-25%	-7%	-14%
CC(C)Cc1nnc(NC(=O)CCC(=O)N2CCN(CCOC(c3ccccc3)c3ccccc3)CC2)s1
 : -6%	-14%	4%	-2%	5%	-6%	?	11%[1.9 µM]
CCCCCCOc1ccc(C(=O)n2cnc(N)n2)cc1
 : -5%	nt	1%	i	-4%	-19%	?	13µM*
c1ccc2c(CN3CCCCCC3)c[nH]c2c1
 : -6%	29%	-5%	-3%	2%	-6%	-12%	9%[10 µM]
C[N+]1(C)CCc2cc3c(cc2C1C1OC(=O)c2c1ccc1c2OCO1)OCO3 (configuration not stated)
 : 6%	nt	6%&6%	-13%&9%	3%&-2%	1%	2%	nt
Cc1ccc(Nc2nnc(-c3ccc(C)c(S(=O)(=O)NCc4nc5ccccc5[nH]4)c3)c3ccccc23)cc1
 : ?	nt	5%	nt	-2%	?	2%	nt
COc1ccc(-c2nn(CCC#N)cc2C(=O)NCc2ccccc2)cc1
 : 1%	nt	-1%	-8%	-1%	12%	nt	6%[10 µM]
C/C(=N\Nc1ccccc1)c1c(O)n(-c2ccccc2)c(=O)[nH]c1=O
 : 1%	-8%	-5%	-4%	-1%	-18%	?	5%[10 µM]
O=[N+]([O-])c1ccc(Cl)c(Cl)c1Cl
 : nt	0%	3%	7%	-3%	nt	nt	-12%
CCC(=O)c1cc(F)c(N2CCN(CC)CC2)cc1C
 : 3%	nt	-11%	-4%	-4%	-7%	-13%	5%
FC(F)(F)C1=NC(C(F)(F)F)=NP(N2CCOCC2)(N2CCOCC2)=N1
 : -7%	nt	-20%	-2%	1%	-3%	-7%	2%
COc1cccc(CN2CCCC(C(=O)c3ccccc3SC)C2)c1O (configuration not stated)
 : 4%	nt	-2%	2%	-1%	-8%	nt	-11%[10 µM]
Cc1ccc(C(C)C)c(OCC#CCN2CCCC2)c1
 : 3%	3%[11.4 µM]	-4%	i	3%	-3%	-7%	-14%
Cc1cccc(N2C(=O)NC(=O)/C(=C/c3ccc(N4CCOCC4)cc3)C2=O)c1
 : -11%	-7%	0%	i	2%	-16%	?	-8%
CSc1ncc(Cl)c(C(=O)O)n1 (tested in a mixture with another compound)
 : -1%	nt	1%	i	2%	-5%	-4%	-9%
Cn1c(=O)cc(OCCCC(=O)N2CCC3(CC2)OCCO3)c2ccccc21
 : -7%	0%	11%	-2%	3%	-5%	-9%	-11%
CCN(CC)C(=O)c1ccc(NC(=O)COc2ccc(-c3nn(C)c(=O)c4ccccc34)cc2)cc1
 : -5%	nt	2%	nt	7%	-11%	-16%	nt
O=S(=O)(Nc1ccc(-c2nc3ccccc3o2)cc1)c1ccccc1
 : -20%	4%	-8%	-6%	-3%	?	23%	25%
CC(C)CNC(=O)c1c(N)n(Cc2ccc3c(c2)OCO3)c2nc3ccccc3nc12
 : ?	nt	5%	i	0%	?	?	-31%
COc1ccc(N(C)S(=O)(=O)c2ccc3c(c2)oc(=O)n3C)cc1
 : -6%	?	-2%	-1%	-2%	-9%	-2%	1%
O=C(Nc1cccc(C(F)(F)F)c1)c1cccn(Cc2ccc3c(c2)OC(F)(F)O3)c1=O
 : ?	14%	-6%	-2%	0%	-27%	-12%	-10%
O=C1N=c2ccccc2=C/C1=C\c1c(O)[nH]c(=S)[nH]c1=O
 : ?	-10%	-2%	-6%	0%	-14%	?	10%[10 µM]
O=c1cccc2n1CC1CC2CN(c2nc(N3CCCCC3)nc(N3CCCCC3)n2)C1 (configuration not stated)
 : 5%	-5%	-11%	3%	0%	-1%	3%	-12%
C=CCn1c(O)c(C(C)=NCc2cc(OC)cc(OC)c2)c(=O)[nH]c1=O
 : 3%	-2%	3%	-5%	-4%	5%	10%	7%
CC(C)C12CN3CC(C(C)C)(CN(C1)C3c1cccnc1)C2=O (configuration not stated)
 : 5%	-3%	-3%	-8%	-3%	-7%	-5%	-4%
COc1cc(OC)c(/C=C2/C(=O)Nc3ccccc32)c(OC)c1
 : 5%	nt	0%	-9%	-9%	-12%	?	-22%[1.9 µM]
Cc1cc(O)c2c(c1)C(=O)c1cc(O)cc(O)c1C2=O
 : 11%&7%	nt	6%	-5%&-3%&7%	?	16µM*[quencher]	10µM*	-14%[1.9 µM]

Copied from the listing (9 entries):
Order of results – Tau FP inhib	L3MBTL1 block	TRb-SRC2 inh	RECQ1 helicase	TexasRed fluor	Tau fluor counter	Tau ThT inhib	HTT ATP protect
C/C(=N\Nc1ccccc1)c1c(O)n(-c2ccccc2)c(=O)[nH]c1=O
 : 1%	-8%	-5%	-4%	-1%	-18%	?	5%[10 µM]
O=[N+]([O-])c1ccc(Cl)c(Cl)c1Cl
 : nt	0%	3%	7%	-3%	nt	nt	-12%
CCC(=O)c1cc(F)c(N2CCN(CC)CC2)cc1C
 : 3%	nt	-11%	-4%	-4%	-7%	-13%	5%
FC(F)(F)C1=NC(C(F)(F)F)=NP(N2CCOCC2)(N2CCOCC2)=N1
 : -7%	nt	-20%	-2%	1%	-3%	-7%	2%
COc1cccc(CN2CCCC(C(=O)c3ccccc3SC)C2)c1O (configuration not stated)
 : 4%	nt	-2%	2%	-1%	-8%	nt	-11%[10 µM]
Cc1ccc(C(C)C)c(OCC#CCN2CCCC2)c1
 : 3%	3%[11.4 µM]	-4%	i	3%	-3%	-7%	-14%
Cc1cccc(N2C(=O)NC(=O)/C(=C/c3ccc(N4CCOCC4)cc3)C2=O)c1
 : -11%	-7%	0%	i	2%	-16%	?	-8%
CSc1ncc(Cl)c(C(=O)O)n1 (tested in a mixture with another compound)
 : -1%	nt	1%	i	2%	-5%	-4%	-9%
Cn1c(=O)cc(OCCCC(=O)N2CCC3(CC2)OCCO3)c2ccccc21
 : -7%	0%	11%	-2%	3%	-5%	-9%	-11%

(list continues)
Order of results – Tau FP inhib	L3MBTL1 block	TRb-SRC2 inh	RECQ1 helicase	TexasRed fluor	Tau fluor counter	Tau ThT inhib	HTT ATP protect
CN1C[C@@H]2C[C@@H](c3cccn3-c3ccccn3)N3CCC[C@@]23C1=O
 : 1%	-4%	-9%	i	-4%	8%	2%	-15%
NCC(CP(=O)(O)O)c1ccc(Cl)cc1 (configuration not stated)
 : -8%&-5%	nt	3%&-7%	i	?	-7%&1%	?	-3%
CCc1ccc(-n2c(O)c(C=NCCN(CC)CC)c(=O)[nH]c2=O)cc1
 : 7%	8%	-7%	-13%	3%	-22%	?	0%
CO[C@H]1C=C2CCN(C)[C@@H]2[C@@H]2c3cc4c(cc3C(=O)O[C@H]21)OCO4
 : nt	nt	-8%[53 µM]	4%[25.9 µM]	-5%[53 µM]	nt	nt	-3%[40.3 µM]
NP(=O)(OCC(F)(F)F)Oc1cccc2ccccc12 (configuration not stated)
 : 7%	5%	-2%	-9%	-2%	-13%	-9%	7%[10 µM]
Cc1ccc([N+](=O)[O-])cc1C
 : nt	nt	-7%[201 µM]	3%	0%[201 µM]	nt	nt	-27%
O=c1c2ccccc2nc(-c2ccccc2)n1-c1ccc(O)cc1
 : 0%	5%	-4%	i	-5%	3%	3%	nt
CCOP(=O)(C#CC(C)(C)C)C(O)(c1ccccc1)C(F)(F)F (configuration not stated)
 : -8%	nt	-6%	i	-1%	-3%	-3%	1%[0.074 µM]
C=C(C)C1CNC(C(=O)O)C1CC(=O)O (configuration not stated)
 : -1%	nt	-4%	-4%	1%	-7%	0%	nt
OCCOc1ccccc1
 : nt	10%	-7%[5.17e+03 µM]	?	0%[5.17e+03 µM]	nt	nt	-2%
CCC(=NCc1cc(OC)cc(OC)c1)c1c(O)n(C)c(=O)n(C)c1=O
 : -2%	nt	5%	i	0%	-1%	-2%	-36%[inhibitor]
CC1=NCCc2c1[nH]c1cc(O)ccc21
 : -2%&-5%	-6%	6%	?	3%	18µM*![quencher]	?	?
O=c1[nH]c(=O)n(Cc2ccccc2)c(O)c1C=NCCCO
 : 7%	-6%	-3%	5%	0%	0%	-1%	2%
O=C(c1ccccc1F)c1cn(CC(=O)N2CCCCC2)c2ccccc12
 : -3%	nt	14%	i	-2%	-13%	-13%	-5%
Cc1cccc(N2C(=O)NC(=O)/C(=C\c3ccc4c(c3)CCCN4Cc3ccccc3)C2=O)c1
 : -14%	-9%	12%	32µM*	10%	-15%	?	26%[10 µM]
